# Bioassay records: PubChem BioAssay, Fisher Drug Discovery Resource Center
# mcGAS lum: inhibitors of mouse cGAS | inhibition, % at 12.5 µM | recombinant cGAS, Kinase-Glo ATP depletion luminescence | hit rate 0.15% among 160,000 | AID 1259399;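 also: 0% = negative control wells and 100% = reference inhibitor with no enzyme activity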
# NPYLR7 agonist: activates Aedes aegypti NPYLR7 receptor | HEK293T NPYLR7/Galpha15, GCaMP6s calcium fluorescence | activation, % at 10 µM | hit rate 0.15% among 270,000; in the data active = activation above about 40%;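 also: 0% = vehicle and 100% = reference agonist at the receptor; some compounds past the cut are filed as inactive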
# hcGAS inh: inhibitors of human cGAS; Q8N884; recombinant h-cGAS, ATP depletion, Kinase-Glo luminescence; AID 1259398; hit rate 0.081% among 290,000; inhibition, % at 12.5 µM;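 also: 0% = vehicle reaction and 100% = reaction without DNA for no activity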
# Target sequence (Q8N884 whole entry, looked up): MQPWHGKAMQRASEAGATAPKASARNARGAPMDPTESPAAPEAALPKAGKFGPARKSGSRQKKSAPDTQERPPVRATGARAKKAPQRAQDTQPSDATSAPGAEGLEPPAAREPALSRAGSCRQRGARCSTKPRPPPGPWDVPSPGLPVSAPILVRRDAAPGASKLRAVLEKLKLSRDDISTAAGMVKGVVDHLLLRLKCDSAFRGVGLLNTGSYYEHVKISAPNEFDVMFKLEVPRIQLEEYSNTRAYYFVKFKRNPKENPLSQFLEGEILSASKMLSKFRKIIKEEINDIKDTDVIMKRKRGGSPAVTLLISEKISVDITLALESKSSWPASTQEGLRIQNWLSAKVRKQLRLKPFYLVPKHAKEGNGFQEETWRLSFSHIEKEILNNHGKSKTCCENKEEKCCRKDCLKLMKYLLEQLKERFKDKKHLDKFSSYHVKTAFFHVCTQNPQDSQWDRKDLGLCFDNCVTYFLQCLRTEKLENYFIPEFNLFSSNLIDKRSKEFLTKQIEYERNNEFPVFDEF
# Active calls of the source: *; nt = no result given; & = joins results of further samples. Rule as the data show it, unless noted: active = inhibition above about 40%; inactive = the rest.
SMILES,mcGAS lum,NPYLR7 agonist,hcGAS inh
O=C(CSc1ccc2nnc(-c3ccccn3)n2n1)Nc1nc2ccccc2s1,-8.0,0.2,-8.7
COc1ccc(C(=O)NCc2ncccc2C)cc1OC1CCN(C(C)=O)CC1,0.1,-2.9,-5.6
Cc1nn(C)c(C)c1S(=O)(=O)N1CCCC(C(=O)c2cccc(Cl)c2)C1 (stereo unspecified),nt,-5.9,-1.2
CCOC(=O)c1ccc(OCC(O)CN2C(=O)c3ccccc3C2=O)cc1 (stereo unspecified),nt,0.3,-7.7
CN(C)CCNc1nc(Nc2ccccc2)c2nccnc2n1,nt,5.1,0.1
Cc1ccc(C(=O)n2cnnc2N)cc1C,-8.0,-0.6,-5.0
C#CCNC(=O)NC1(C(=O)NC2CCCC2)CCc2ccccc21 (stereo unspecified),nt,9.3,-9.6
Cc1cc(O)c(C(c2ccccc2)N2CCN(c3ccc(F)cc3)CC2)c(=O)n1Cc1ccccn1 (stereo unspecified),nt,10.6,-5.8
COc1ccc(-c2nnc(CNC34CC5CC(CC(C5)C3)C4)o2)cc1,-0.3,0.4,-2.8
CCC(C)NC(=O)c1nn(-c2ccc(C)c(C)c2)c(=O)n(Cc2cccc(Cl)c2)c1=O (stereo unspecified),-5.0,14.7,-3.2
CN(Cc1cc2n(n1)CCNC2)Cc1noc(C2CCC2)n1,nt,15.9,-7.4
CC1(C)COC(O)(C(F)(F)F)CC1=O (stereo unspecified),nt,5.6,-7.5
COc1ccc2[nH]c3c(c2c1)CCN(C(=O)c1ccccc1SC(F)F)C3c1ccc(OCc2ccccc2)cc1 (stereo unspecified),-8.5,10.7,-16.8
COCCCN(CC(=O)N(Cc1ccccc1)Cc1ccco1)C(=O)Nc1cccc(C(F)(F)F)c1,-5.1,18.6,-4.9
C=CCNc1ccccc1C(=O)N(C)Cc1nc(C)cs1,-18.6,10.8,-3.5
O=C1N(CC2CCCCC2)CCCC12CCN(Cc1ccco1)C2 (stereo unspecified),nt,5.2,-7.3
COC(=O)C(NCc1ncc(C)o1)c1ccc(Br)cc1 (stereo unspecified),nt,9.2,-7.0
COc1ccc2[nH]c3c(c2c1)CCN(C(=O)c1cc(C(C)(C)C)nn1Cc1ccccc1)C3c1ccccc1OC (stereo unspecified),-5.6,14.6,-0.8
Cc1nc(C)c(Cc2cccc(C(F)(F)F)c2)c(N2CCN(C(=O)c3ccc(Br)cc3)CC2)n1,-3.7,-1.4,-6.6
O=C(/C=C/c1ccccc1)NCC1Cc2cc(F)ccc2O1 (stereo unspecified),-5.6,2.0,-3.6
COCCCNC(=O)c1c(C)noc1-c1ccc(C(C)(C)C)cc1,-5.9,7.9,-7.1
C#CCn1c(=NC(=O)c2ccccc2OC)sc2cccc(OC)c21,-6.1,2.4,-4.1
CC1(C(=O)NS(=O)(=O)c2ccc(F)cc2F)CCN1C(=O)CC1CCCCC1 (stereo unspecified),nt,6.2,-4.3
CCOc1cn2c(cc1=O)C(=O)N(CCNC(=O)c1ccccc1C)CC2,nt,10.0,-5.6
CCOc1nc(-c2cccc(OC)c2)n(-c2cccc(NC(=O)c3cccc(F)c3)c2)n1,-7.8,18.7,-3.0

# 6 of the compounds above, tab-delimited:
SMILES	mcGAS lum	NPYLR7 agonist	hcGAS inh
CN(C)CCNc1nc(Nc2ccccc2)c2nccnc2n1	nt	5.1	0.1
CCOc1cn2c(cc1=O)C(=O)N(CCNC(=O)c1ccccc1C)CC2	nt	10.0	-5.6
COc1ccc(C(=O)NCc2ncccc2C)cc1OC1CCN(C(C)=O)CC1	0.1	-2.9	-5.6
CC1(C(=O)NS(=O)(=O)c2ccc(F)cc2F)CCN1C(=O)CC1CCCCC1 (stereo unspecified)	nt	6.2	-4.3
C#CCNC(=O)NC1(C(=O)NC2CCCC2)CCc2ccccc21 (stereo unspecified)	nt	9.3	-9.6
Cc1nc(C)c(Cc2cccc(C(F)(F)F)c2)c(N2CCN(C(=O)c3ccc(Br)cc3)CC2)n1	-3.7	-1.4	-6.6

# The list continues.
SMILES,mcGAS lum,NPYLR7 agonist,hcGAS inh
COc1nc(C)cc(C)c1CNC(=O)C(=O)N1CCc2ccccc21,nt,15.9,4.3
O=S(=O)(NCCCn1ccc2ccccc21)c1ccc(S(=O)(=O)N2CCCC2)cc1,nt,-0.3,-8.1
CN(c1cc(-n2cccn2)nc(N)n1)C1CCCCC1,nt,3.1&-5.8,-4.4&-4.0
Cc1ccc2nc(-c3ccccc3Cl)c(Nc3c(C)cccc3C)n2c1,-4.4,23.0,-3.3
COc1ccc(/C=C2/SC(=S)N(N)C2=O)cc1OC,9.0,-4.0,2.0
CCCCc1ccc(NC(=O)C2OC(c3ccncc3)=NN2C(C)=O)cc1 (stereo unspecified),nt,29.2,-0.2
COCCN1C(c2ccccc2)=CC(=C2C(=O)NC(=S)NC2=O)C2=C1CCCC2,-6.8,-7.9,-6.1
Cc1ncsc1-c1ccn(CC(=O)Nc2ccnn2C2CCCCC2)n1,nt,18.2,-9.2
CCOC(=O)CCC(=O)OC1C(OC2C(C)C(OC3CC(C)(OC)C(O)C(C)O3)C(C)C(=O)OC(CC)C(C)(O)C(O)C(C)C(=O)C(C)CC2(C)O)OC(C)CC1N(C)C (stereo unspecified),nt,0.4,-4.1
CC(=O)Oc1ccccc1C=C1SC(=S)N(CC(=O)O)C1=O,nt,-7.4,-5.9
Cc1nc(N2CCOCC2)ncc1-c1cc(=O)[nH]c(N2CCOCC2)n1,-2.1,1.9,3.5
N#Cc1ccc[n+](CC(=O)c2ccc(Br)cc2)c1,nt,-10.1,2.1
CC(C)Cn1c(N)c(C(=O)CSc2nnnn2C)c(=O)n(C)c1=O,nt,4.2,-0.5
O=C(NCCCNC(=O)[C@H]1CCCN1C(=O)c1ccc(Cl)cc1)c1ccc(F)cc1,-5.6,0.9,-6.3
C=CCOCC(O)CN(CCOC)Cc1c(CC)nn(-c2ccccc2)c1Oc1ccc(C)cc1 (stereo unspecified),-5.2,-2.6,-6.2
O=C(Cn1nc(-c2ccco2)c2sc(N3CCCCC3)nc2c1=O)NCc1ccco1,-6.1,-5.2,-4.3
CC(NC(=O)C1CCCN1C(=O)c1ccc(Cl)s1)C1CCCO1 (stereo unspecified),-2.9,-4.1,4.3
COC(=O)NC1CCN(c2ccccc2C(=O)N2CCN(C3CCCCCC3)CC2)CC1,-0.3,-11.0,-0.4
Cc1sc(NC(=O)C2CC2)c(C(=O)N2CCc3ccccc32)c1C,nt,3.2,-12.0
COCC(=O)Nc1nnc(SCc2cc(C)cc(C)c2)s1,-5.4,-5.0,-6.4
CCc1nc2n(n1)C(=O)C(C(c1cccc(OC)c1)N1CCN(Cc3ccccc3)CC1)S2 (stereo unspecified),-6.0,-0.9,-3.8
Cc1ccc(-c2nc3oc4ccccc4c(=O)c3c(=O)n2-c2ccccc2)cc1,nt,8.9,-3.6
COc1cccc(C(=O)NCc2nnc(SCC(=O)Nc3nccs3)n2-c2ccc(F)cc2)c1,2.1,-13.1,0.0
Cc1ccc(C(=O)Nc2ccccc2)cc1S(=O)(=O)Nc1cccc(C(=O)O)c1,-6.0,0.8,8.3
Cc1ccc(N=CC(C#N)c2nc3ccccc3s2)cc1C (stereo unspecified),-9.2,1.7,-9.5

# Some of the entries so far, bar-delimited.
SMILES | mcGAS lum | NPYLR7 agonist | hcGAS inh
COCCN1C(c2ccccc2)=CC(=C2C(=O)NC(=S)NC2=O)C2=C1CCCC2 | -6.8 | -7.9 | -6.1
Cc1ncsc1-c1ccn(CC(=O)Nc2ccnn2C2CCCCC2)n1 | nt | 18.2 | -9.2
CCOC(=O)CCC(=O)OC1C(OC2C(C)C(OC3CC(C)(OC)C(O)C(C)O3)C(C)C(=O)OC(CC)C(C)(O)C(O)C(C)C(=O)C(C)CC2(C)O)OC(C)CC1N(C)C (stereo unspecified) | nt | 0.4 | -4.1
CC(=O)Oc1ccccc1C=C1SC(=S)N(CC(=O)O)C1=O | nt | -7.4 | -5.9
Cc1nc(N2CCOCC2)ncc1-c1cc(=O)[nH]c(N2CCOCC2)n1 | -2.1 | 1.9 | 3.5

# Continuation.
SMILES,mcGAS lum,NPYLR7 agonist,hcGAS inh
Cc1cc(C(=O)NC(C(=O)O)c2c(C)n[nH]c2C)sc1-c1ccccc1 (stereo unspecified),-1.6,1.7,1.3
COc1cccc(-n2c(-c3snnc3-c3ccccc3)n[nH]c2=S)c1,nt,-17.8,-0.3
O=C(NCC1CCCO1)C(C1CCCC1)N1CCN(C(=O)c2cccc(Cl)c2)CC1 (stereo unspecified),-3.8,-6.2,-0.4
COc1ccc(-c2noc(-c3cccn(CC(=O)NCc4ccco4)c3=O)n2)cc1OC,-7.9,nt,-6.7
CCCN(C(=O)CC1CCC(=O)N1)C1CCCC1 (stereo unspecified),nt,7.1,-3.4
CCNC(=O)[C@@]1(OCc2cccc(F)c2)CC(OCc2c(F)cccc2F)[C@H](O)[C@H](O)C1 (stereo partly specified),-4.9,2.6,-3.8
Cc1ccc(N(C)S(=O)(=O)c2c(C)noc2/C=C/N(C)C)cc1F,-2.4,3.4,5.1
CCN(CC)C(=O)[C@@H]1C[C@@H](N)CN1S(=O)(=O)c1cccnc1,nt,0.7,-2.2
CC1(C(=O)N2CCN(Cc3ccc(-c4noc(-c5cccs5)n4)cc3)CC2)CC1,-5.1,nt,-3.0
COc1cccc(C2CC(c3cccs3)=NN2C(C)=O)c1O (stereo unspecified),-4.0,-1.9,-7.8
Cc1ccc(C(O)CN2CCCC2c2ccc(F)cc2)cc1 (stereo unspecified),-1.1,1.6,0.0
COCCNC(=O)CSc1nc2sc(C)c(C)c2c(=O)n1C1CCCC1,nt,0.3,4.2
COc1ccc2c(c1)C1(SCCN1C(=O)c1ccco1)C(=O)N2Cc1cccc(C#N)c1 (stereo unspecified),-8.1,nt,-2.9
COCCC1CN(Cc2cccc(OC)c2O)CCO1 (stereo unspecified),nt,-1.0,0.1
Cc1cccc(C(=O)NCC(=O)Nc2ccc(-n3cccn3)cc2)n1,nt,-1.7,-7.2
COc1ccc(CN(Cc2ccco2)C(=O)c2cccs2)cc1OCc1nc(CO)cs1,-8.2,nt,-0.5
COc1ccc(N2CCN(c3nc(C)c4c(n3)CC(C)CC4=O)CC2)cc1 (stereo unspecified),-7.9,1.1,-4.1
CCCCC(=O)N1CCN(c2ccc(Nc3ccccc3)nn2)CC1,-1.0,3.8,-2.7
OCC1(CO)COC2(CCN(Cc3ccccc3)CC2)N1,nt,4.7,2.8
O=C1NC(=S)NC(=O)C1=Cc1ccccc1OCc1ccccc1Cl,-1.1,-2.0,-4.4
Brc1ccc2c(c1)C1CC(c3ccccc3)=NN1C(c1cccnc1)O2 (stereo unspecified),nt,0.0,2.4
COc1ccc(OCc2nc(C(=O)N3CC4(C)CN(C)CC(C)(C3)C4)co2)cc1,-8.4,nt,-3.3
COc1cccc(CNC(=O)NCCN2CCCCC2C)c1O (stereo unspecified),nt,12.5,-9.0
O=C(NCc1n[nH]c(=S)n1-c1cccc(Cl)c1)c1cccc2ccccc12,-4.8,-1.7,-3.7
CCOC(=O)Cc1c(C)nc2ncnn2c1N1CCCC1,-4.9,14.4,-3.9
# The listing continues.
SMILES,mcGAS lum,NPYLR7 agonist,hcGAS inh
O=C(O)C(=O)C=Cc1cccs1,nt,8.7,-1.4
Cc1ccc(NC(=O)c2cn(C)c3c(=O)n(-c4ccccc4)c(=O)[nH]c23)c(C)c1,nt,4.6,-3.2
Cc1ccc([N+](=O)[O-])cc1NC(=O)CCC1CCCC1,-4.1,7.2,-5.8
CC(=O)OC(C)(C)C(=O)N1CCN(C(c2ccccc2)c2ccc(C)cc2)CC1 (stereo unspecified),1.0,-0.9,-1.9
Cc1cccc(CN(C(=O)c2sc(C)nc2C)C(C)C)c1,nt,10.0,-2.2
NS(=O)(=O)CCN1CCN(C(=O)c2ccc(S(=O)(=O)C(F)F)cc2)CC1,nt,-0.4,-4.6
Fc1ccccc1CNCc1c(-c2ccccc2)noc1N1CCOCC1,nt,12.9,-1.9
CCOc1cc(O)c(-c2n[nH]c(C)c2-c2nc(C)cs2)cc1CC,-9.3,-9.3,-5.8
COc1ccccc1-c1ccc(C#N)c(SCc2ccncc2)n1,nt,2.0,-4.2
Cc1ccc(-n2c(Cc3ccccc3)nnc2SCC(=O)N2CCC(C)CC2)cc1,-10.1,nt,-5.0
CCOC(=O)CC(=O)Nc1ccc(-c2onc3c2CCc2cc(OC)ccc2-3)cc1,-7.1,6.3,-6.8
CCn1ncnc1CN1CCN(c2cc(C)nc3ccccc23)CC1,nt,3.8,-5.4
CC1CCC(NC(=O)c2c(C(F)(F)F)n[nH]c2C(F)(F)F)CC1 (stereo unspecified),nt,-0.5,-7.8
CCCN1CCCc2cc(CCNS(=O)(=O)Cc3cccc(C)c3)ccc21,nt,11.0,-7.7
CCCNC(=O)c1cc(NC(=O)Nc2cccc3ccccc23)ccc1N1CCCCC1,-3.4,23.8,-6.5
Cc1cccc(Nc2ncccc2C(=O)NCc2cccnc2)c1C,1.7,-9.4,1.6
Cc1noc(C)c1C(=O)OC(C)C(=O)NC1CCCC1 (stereo unspecified),nt,1.6,-7.7
O=C(CNC(=O)C1CCCCC1)Nc1nc(CC23CC4CC(CC(C4)C2)C3)cs1,nt,-2.9,3.5
O=C(C1CCCCC1)N1CC(=O)N2CCc3ccccc3C2C1 (stereo unspecified),-6.3&-3.3,-3.1&-6.2&2.2&2.2,-3.9&-3.3&-3.1&-5.7
CCOC(=O)C1CCCN(C2CCN(c3ccc(NC(=O)CCc4ccccc4)cc3)CC2)C1 (stereo unspecified),-3.0,-6.0,3.7
Nc1cc(S(=O)(=O)N2CCCC2)ccc1O,nt,7.8,-12.2
CC(C)c1ccc(C2SCCN2C(=O)c2cccc([N+](=O)[O-])c2)cc1 (stereo unspecified),-6.5,-2.7,-11.7
CCN1CCc2c(sc3nc(Cc4ccccc4)nc(N4CCN(C(=O)c5cccc(OC)c5)CC4)c23)C1,-2.9,-1.8,-9.7
CN1CCOc2cc(C(=O)NCc3nnc(-c4ccccc4)o3)ccc21,-13.3,0.2,-6.3
CCNC(=O)N1CCC2(CC1)NC(=O)Cc1cc3ccccc3cc12,-3.6,12.7,-5.0
